Source: PubChem
RORa activator – RORA (human) activation. AID 560. activation, % at 10 µM. actives 1.5% (n = 65,000). P35398. CHO-K1 Gal4-RORA LBD luciferase reporter, luminescence; percent increase over mock-subtracted basal signal;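 active = activation above the mean of all tested compounds plus 3 SD, cut at about 49% in these data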;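 note: 0% = DMSO-treated RORA cells and 100% = added signal equal to DMSO minus mock-transfected cells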
SF1 activator – activates the human nuclear receptor SF-1. Q13285. CHO-K1 Gal4-SF-1 LBD luciferase reporter; % increase over DMSO SF-1-specific signal. activation, % at 10 µM. actives 1.9% (n = 65,000);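 active = activation above the mean activation of all tested compounds plus 3 SD, cut at about 50% in these data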
Target sequence (Q13285 whole entry, looked up, the tested form may be a part): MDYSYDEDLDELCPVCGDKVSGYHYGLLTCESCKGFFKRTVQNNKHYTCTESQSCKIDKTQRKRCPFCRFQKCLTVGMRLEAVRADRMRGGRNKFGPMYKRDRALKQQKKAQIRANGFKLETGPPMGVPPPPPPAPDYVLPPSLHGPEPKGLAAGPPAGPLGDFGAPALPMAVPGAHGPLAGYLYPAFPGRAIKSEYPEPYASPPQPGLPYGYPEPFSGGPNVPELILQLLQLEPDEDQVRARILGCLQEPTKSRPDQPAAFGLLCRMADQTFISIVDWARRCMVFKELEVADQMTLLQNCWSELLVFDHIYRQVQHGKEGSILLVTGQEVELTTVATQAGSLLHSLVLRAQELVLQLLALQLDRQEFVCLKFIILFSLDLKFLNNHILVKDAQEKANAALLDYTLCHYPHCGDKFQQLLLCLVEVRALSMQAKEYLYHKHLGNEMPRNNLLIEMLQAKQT
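Assay system: CHO-K1 cells co-transfected with Gal4 DBD–human SF-1 LBD, 5xGal4 luciferase reporter / Input: 4,000 cells per well / Incubation: 20 h compound exposure at 37 °C after 1 h cell settling / Detection: SteadyLite luciferase luminescence / Control set: DMSO negative control and −SF1 background wells / Replication: one test per compound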
5HT1E antag – antagonists of human 5-HT1E serotonin receptor. inhibition, % at 6 µM. P28566. CHO 5-HT1E Ga15 NFAT-bla reporter, FRET, antagonist. actives 0.99% (n = 65,000);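 active = inhibition above a set limit, the mean inhibition across every tested compound plus 3 SD, cut at about 29% in these data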;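 note: signal is the 460 over 535 nm emission ratio of beta-lactamase substrate; 0% = agonist plus DMSO wells and 100% = wells without agonist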
AP complement – alternative pathway complement inhibition, orthogonal assay. AID 1235. Human serum alternative complement pathway, LPS-coated ELISA, C3 deposition; tested in compound mixtures. inhibition, % at 5 µM. actives 0.08% (n = 62,000);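 active = inhibition above 30% in each of the two pooled mixtures holding the compound, so the lower value exceeds 30%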;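 note: 0% = serum in Mg-EGTA without compound and 100% = EDTA serum blank; some compounds past the cut are filed as inactive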
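Test system: human serum complement alternative pathway, C3 deposition onto LPS / Medium: Mg2+-EGTA GVB++ buffer containing human serum at 1:15 dilution / Probe or stimulus: Plate-bound LPS / Times: 1 h at 37 °C / Signal: ELISA with HRP anti-human C3 antibody, TMB substrate, absorbance 450 nm / Measure: percent inhibition / Repeats: two pool placements per compound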
S1P1 ag-PAM – agonists and agonism potentiators of human S1P1 receptor; P21453; S1P1 CRE-bla cells, forskolin, beta-lactamase FRET, potentiator mode; S1P1 agonist co-added at EC20, 2 nM; 100% = saturating reference agonist, 0% = basal; activation, % at 9.5 µM; actives 0.57% (n = 56,000);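 active = activation above a cutoff set at the mean activation of all tested compounds plus 3 SD, cut at about 54% in these data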;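 note: forskolin at 4 µM as EC80 and the EC20 agonist is SEW2871; 100% = SEW2871 at its EC100 plus forskolin at EC80; some compounds past the cut are filed as inactive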
S1P3 agonist – agonists of human S1P3 receptor. S1P3 NFAT-BLA reporter cells, agonism, FRET ratio; relative to 1 µM S1P, basal subtracted. activation, % at 4.5 µM. actives 0.1% (n = 60,000). AID 373;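 active = activation above the screen-wide mean plus 3 SD, cut at about 4.5% in these data, passing the limit was not always enough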; note: some compounds called inactive have numbers as strong as hits
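Material: Human S1P3 NFAT-BLA reporter CHO cells | Incubation: Overnight plating, 4 h compound 37 °C, 2 h substrate RT | Signal: FRET β-lactamase substrate fluorescence, excitation 405 nm, 460/535 nm emission ratio, background-subtracted | Compound: 4.5 µM final, single dose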
Ecoli tolC – blocks growth of E. coli BW25113 tolC mutant. OD615. growth inhibition, % at 10 µM (by protocol). actives 2.2% (n = 65,000). AID 573;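 active = growth inhibition at or above a cutoff equal to the mean over every tested compound plus 3 SD, cut at about 60% in these data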;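 note: growth measured after 20 h incubation at 37 °C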
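signal = optical density read at 615 nm | test system = E. coli ΔtolC::kan strain BW25113 | timing = 20 h compound exposure of bacteria at 37 °C | buffer or medium = LB medium plus 50 µg/mL kanamycin | compound dosing = 10 µM final, single dose | evaluation = % inhibition of E. coli growth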
HTR1E agonist – activates the human 5-HT1E serotonin receptor. P28566. CHO 5-HT1E Ga15 NFAT-bla reporter, FRET; 0% DMSO wells, 100% control agonist wells. activation, % at 6 µM. actives 0.69% (n = 65,000). AID 574;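 active = activation above a set limit, the screen-wide mean activation plus 3 SD, cut at about 8.5% in these data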;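 note: 100% = positive control agonist at 1 µM giving full maximal response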
5-HT1A blocker – 5-HT1a (human) receptor antagonism; P08908; actives 0.68% (n = 62,000); inhibition, % at 10 µM; CHO 5-HT1a Ga15 NFAT-bla reporter, antagonist mode;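 active = inhibition above the mean of all tested compounds plus 3 SD, cut at about 43% in these data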;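 note: receptor stimulated by 5-CT agonist at 100 nM near EC80; beta-lactamase reporter measured by ratiometric fluorescence of a cleavable substrate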
Target sequence (P08908 whole entry, looked up): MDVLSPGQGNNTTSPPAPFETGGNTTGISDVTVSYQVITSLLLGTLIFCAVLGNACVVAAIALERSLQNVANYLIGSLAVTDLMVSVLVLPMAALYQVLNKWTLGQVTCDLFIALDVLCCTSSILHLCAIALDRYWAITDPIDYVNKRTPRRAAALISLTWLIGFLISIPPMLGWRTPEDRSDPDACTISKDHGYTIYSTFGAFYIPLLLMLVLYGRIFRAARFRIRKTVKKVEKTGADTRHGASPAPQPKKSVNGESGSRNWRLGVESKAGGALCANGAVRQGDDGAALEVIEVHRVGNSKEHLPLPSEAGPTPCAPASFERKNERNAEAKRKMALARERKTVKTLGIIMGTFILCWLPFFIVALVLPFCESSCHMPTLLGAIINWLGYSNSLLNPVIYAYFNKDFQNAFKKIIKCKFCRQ
* marks the source's active call; other numbers are inactive results; . = no result given.

SMILES	RORa activator	SF1 activator	5HT1E antag	AP complement	S1P1 ag-PAM	S1P3 agonist	Ecoli tolC	HTR1E agonist	5-HT1A blocker
CC(C)c1ccc(-c2nc(N3CCCCC3)[nH]c(=O)c2C#N)cc1	-2	-6	-8	-8	.	.	3	-0.3	6
CCOC(=O)c1oc2ccccc2c1NC(=O)COC	-9	-1	24	3	-23	-0.9	-2	-0.1	2
Cc1sc2nc(CN(Cc3cccs3)C(=O)C3CC3)[nH]c(=O)c2c1C	-5	-9	-1	14	-10	-0.7	33	-0.9	11
C=CCn1c(SCC(=O)Nc2ccc3c(c2)OCO3)nnc1-c1cc(Br)ccc1O	-2	-12	1	18	.	-0.4	74*	0.3	7
CN(C)Cc1cn(CCC(=O)O)c2ccccc12	17	8	-8	-9	13	-1.4	24	0.1	-13
O=C(CCN1CCN(CCO)CC1)Nc1ccc(F)c(F)c1	-5	-1	0	4	.	-0.5	-11	0.6	-3
Cc1[nH]c(=O)[nH]c(=O)c1S(=O)(=O)N1CCCC(C(=O)NCc2ccco2)C1 (centres undefined)	-20	-4	-8	6	.	.	-10	-0.1	-33
CC1CN(c2oc(-c3ccccc3Cl)nc2C#N)CC(C)O1 (centres undefined)	4	0	5	.	17	-1.8	7	0.1	.
NC(=O)c1nsc(C(=O)N(CC(=O)NCc2ccc3c(c2)OCO3)C2CCCC2)c1N	-4	-8	10	7	14	-1.5	4	-0.2	4
O=C(NCc1ccco1)c1cccc(S(=O)(=O)N2CCOCC2)c1	-8	0	-6	7	-1	-0.4	-8	0.2	-10
O=C(NCc1ccc2c(c1)OCO2)c1cccc2c1C(=O)N(C1CCCCC1)C2	-11	-1	5	12	-19	0.3	-3	-0.5	-3
CCc1ccc(Cn2nnc(C(=O)Nc3cccc(C)c3)c2N)cc1	-3	-8	-14	4	8	-0.2	0	-0.2	-2
Cc1cc(Br)ccc1NC(=O)C1CCCO1 (centres undefined)	-3	-10	-4	7	-20	-0.2	-2	0.3	-4
Cc1nnc(C)n1/N=C/c1ccccn1	7	-13	-9	4	-17	-2.0	-6	-1.1	3
O=C(O)c1ccc(-c2ccccc2)[nH]1	0	-4	-7	8	-8	-0.3	-32	-0.1	2
CN(C)CCN1C(=O)C(=O)/C(=C(/O)c2ccccc2)C1c1ccccc1F (centres undefined)	-1	2	-11	8	-9	-0.5	-17	-0.3	-12
Cc1ccc(NC(=O)NC(=O)CN2C(=O)NC3(CCCCCCC3)C2=O)c(C)c1	-6	-4	-10	20	-21	0.2	35	0.3	-14
Cc1nnc(SCC(=O)NC(=O)NC(C)(C)C)n1N	-15	-6	-8	18	1	0.2	-19	0.9	-6
N#C/C(=C\Nc1ccc2c(c1)OCCO2)c1nc2ccccc2[nH]1	6	20	14	5	10	-1.4	26	0.3	14
CC1CCN(C(=O)c2ccc(COc3ccccc3Cl)o2)CC1	-2	-11	-1	12	-43	-0.1	87*	0.7	-4
COCC(C)NCc1ccc(C)cc1C (centres undefined)	-25	-9	-15	9	14	-0.1	-4	0.4	-10
COc1cccc(OC)c1C(=O)Nc1ccc(N2CCN(S(C)(=O)=O)CC2)cc1	-18	-15	-12	2	-10	-0.1	-27	0.1	-7
CCN(CC)C(=O)N1CCC(NC(=O)c2ccccc2)CC1	3	4	-1	6	8	0.1	-17	-0.1	-11
CCCc1cc(C(N)=O)c(NC(=O)c2cc(C)on2)s1	17	32	-4	-3	15	-0.6	20	-0.6	16
COCCNC(=O)C(c1ccc(C)o1)N(C(=O)c1snc(C(N)=O)c1N)c1cc(C)cc(C)c1 (centres undefined)	10	9	2	4	9	0.6	17	-0.2	9
COc1cc2c(cc1OC)C(C(=O)N1CCCC1)C(c1ccccc1F)N(C)C2=O (centres undefined)	-12	16	-5	9	.	.	-5	-0.6	12
CC(OCc1ccccc1)C(NC(=O)OC(C)(C)C)C(=O)NCC1CCCO1 (centres undefined)	0	2	-2	-4	-21	-0.3	-4	-2.5	6
CSc1nc2sc3c(c2c(=O)n1C)CCC(C)C3 (centres undefined)	38	34	6	10	-14	-0.3	21	0.8	-9
CCOC(=O)CNC(=O)CSc1nc2sc(C)c(C)c2c(=O)n1C	4	2	-7	0	.	.	-12	0.5	-10
COc1cccc(C2=NOC(C(=O)NCCN3CCOCC3)C2)c1 (centres undefined)	13	-9	3	16	1	0.6	-19	-0.6	4
Cc1ccc2cccc(S(=O)(=O)NC3CCS(=O)(=O)C3)c2n1 (centres undefined)	-8	-5	-1	22	-55	-0.4	-5	0.0	-8
CC(C)OC(=O)c1cc(NC(=O)C2C3CCC(O3)C2C(=O)O)cc(C(=O)OC(C)C)c1 (centres undefined)	-9	-19	-1	3	-25	-0.3	18	-0.1	-2
CCOC(=O)CN1C(=O)CSc2ccccc21	-2	19	-6	7	.	.	-6	-0.2	0
O=C(O)C1CCCN1c1ncnc2c1oc1ccccc12 (centres undefined)	25	24	-2	5	0	-1.2	-8	-0.5	13
Cc1ccc(-c2noc(CN(C(=O)c3cccc(Br)c3)C(C)C)n2)cc1	9	-4	5	7	-16	-1.2	78*	1.2	6
NC(=O)c1cc2ccc(O)cc2oc1=Nc1ccccc1	32	17	-48	14	-277	6.1	0	50*	-322
Oc1ccccc1-c1nnc(SCCN2CCOCC2)n1Cc1ccccc1	-8	-20	4	12	-10	-0.9	-2	0.6	8
CC(=O)CCc1ccc(OC(=O)c2cccnc2)cc1	1	-4	-4	22	.	.	7	-0.7	-3
COCCn1c(SCc2csc(-c3ccccc3)n2)nc2ccccc21	-17	-1	22	5	-6	-1.0	57	0.0	16
O=c1cc(O)nc(SCc2ccccc2Cl)[nH]1	-7	14	-12	14	-10	-1.1	13	0.2	-8
COc1ccc(-c2nc(C)sc2CC(=O)O)cc1	-23	-16	-1	14	-11	-0.7	-42	-0.5	1
COc1ccc(Nc2cc(C(=O)NCCCN3CCN(C)CC3)c3ccccc3n2)cc1OC	26	12	-4	0	-27	-0.7	2	0.0	12
CC1CCc2nn(CC(=O)NCCCN3CCCC3=O)cc2C1 (centres undefined)	0	-11	0	13	8	-0.8	-6	0.7	0
O=c1c2cnn(-c3ccc(F)cc3)c2ncn1Cc1ccccn1	-16	9	2	.	2	-1.2	8	-0.4	-5
Cc1c(NC(=O)C2CCCN2S(=O)(=O)c2ccc(Cl)cc2)c(=O)n(-c2ccccc2)n1C (centres undefined)	-20	2	4	16	10	-0.2	-9	-0.5	-5
COc1ccccc1NC(=O)CSc1nc(O)cc(=O)n1-c1ccccc1OC	-6	-7	-5	1	-15	-1.0	2	-0.5	-8
CCOC(=O)CCCCC(=O)c1[nH]c(=O)[nH]c1Cn1cnc2ccccc21	-3	4	-3	12	-17	0.4	-2	1.0	-6
O=c1c(CN2CCN(Cc3ccccc3)CC2)coc2ccc(Cl)cc12	13	16	8	-6	-13	-1.6	1	3.5	4
Cc1nnc(NC(=O)NC(C)N2C(=O)C3C4C=CC(C4)C3C2=O)s1 (centres undefined)	-10	3	-15	9	-38	0.2	-18	0.0	0
Cc1ccc2cc(CN(CCN3CCCC3)C(=O)Nc3ccccc3)c(=O)[nH]c2c1C	-6	15	4	24	-13	-0.2	3	-0.2	2
CCCOc1ccc(C(=O)NCc2ccco2)cc1	1	14	4	5	-11	-0.6	1	0.7	8
CCOC(=O)c1c(C)oc2c1c(C=NCc1ccccn1)c(O)c1ccccc12	4	-22	18	8	-10	0.1	15	-0.8	17
O=C(Nc1ccc(-c2nc3ncccc3o2)cc1)c1ccco1	42	63*	-11	-3	.	-0.5	0	-1.1	10
O=C(O)c1cccc(Nc2ncnc3ccccc23)c1	-6	-2	0	.	-16	-0.9	-14	-0.7	-1
Cc1ccc(S(=O)(=O)NC(CC(=O)N2CCc3ccccc32)c2ccco2)cc1 (centres undefined)	19	1	-2	11	-14	-0.5	31	0.4	-3
CCn1nc(NC(=O)c2ccccn2)c2cc3cccc(C)c3nc21	-24	-1	-4	-2	-50	2.1	-9	4.9	-21
COC(=O)c1cc(NC(=O)CN(c2ccc3c(c2)OCO3)S(C)(=O)=O)ccc1Cl	4	6	-1	9	.	-1.1	17	1.1	2
C=CCNC(=O)NC(=S)c1ccccc1	-13	-8	-10	19	.	-0.5	-4	0.7	-14
Cc1cc2cc(CCNC(=O)c3ccc(S(=O)(=O)N4CCOCC4)cc3)c(=O)[nH]c2cc1C	17	10	-3	1	-14	-0.6	21	0.1	-9
COc1ccc(NC(=O)Cc2nnc(SCC(=O)Nc3cc(C)ccc3OC)n2C)cc1	-5	2	-1	10	5	-0.4	13	0.7	2

Overlap with the part before: 2 entries, followed by the next part.
SMILES	RORa activator	SF1 activator	5HT1E antag	AP complement	S1P1 ag-PAM	S1P3 agonist	Ecoli tolC	HTR1E agonist	5-HT1A blocker
Cc1cc2cc(CCNC(=O)c3ccc(S(=O)(=O)N4CCOCC4)cc3)c(=O)[nH]c2cc1C	17	10	-3	1	-14	-0.6	21	0.1	-9
COc1ccc(NC(=O)Cc2nnc(SCC(=O)Nc3cc(C)ccc3OC)n2C)cc1	-5	2	-1	10	5	-0.4	13	0.7	2
Cn1c(=O)c2cc(S(=O)(=O)N3CCOCC3)ccc2n(C)c1=O	-6	-13	-9	0	-14	0.2	-8	0.1	-10
COCCSc1nnc(NS(=O)(=O)Cc2ccccc2)s1	-1	2	2	20	-10	0.1	-15	-0.1	-4
CC(C)NC(=O)NC(=O)COc1cccc2c1OC(C)(C)C2	-6	4	-4	9	-8	-0.3	3	0.5	2
CCCCn1cnc2c1c(=O)n(C)c(=O)n2C	-29	-3	-2	-15	-5	0.3	-18	-0.3	-6
COCCn1nnnc1C(c1cc2cc(C)ccc2[nH]c1=O)N1CCCCCC1 (centres undefined)	-22	-12	-10	-21	7	0.0	16	-0.2	-6
COCCCNC(=O)c1c(N)n(-c2cccc(S(N)(=O)=O)c2)c2nc3ccccc3nc12	28	-9	-2	-4	-14	1.0	5	2.9	-25
Cc1cccc(-c2nc(CSCC(=O)N3CCN(Cc4ccc5c(c4)OCO5)CC3)c(C)o2)c1	-8	-35	6	18	58*	-0.4	60	0.3	13

A second format for some results above.
> CCCCn1cnc2c1c(=O)n(C)c(=O)n2C
  RORa activator: -29 | SF1 activator: -3 | 5HT1E antag: -2 | AP complement: -15 | S1P1 ag-PAM: -5 | S1P3 agonist: 0.3 | Ecoli tolC: -18 | HTR1E agonist: -0.3 | 5-HT1A blocker: -6

> COCCn1nnnc1C(c1cc2cc(C)ccc2[nH]c1=O)N1CCCCCC1 (centres undefined)
  RORa activator: -22 | SF1 activator: -12 | 5HT1E antag: -10 | AP complement: -21 | S1P1 ag-PAM: 7 | S1P3 agonist: 0.0 | Ecoli tolC: 16 | HTR1E agonist: -0.2 | 5-HT1A blocker: -6
